# Bioassay records as filed in PubChem.
# HGIII-sPLA2 inh – Blocks human group III sPLA2 activity; Q9NZ20; QFRET BODIPY PC-A2 liposome hydrolysis, fluorescence; inhibition, % at 12.2 µM; 0.56% of 370,000 active;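 active = inhibition above mean plus 3 SD of compounds lying within the high and low control bounds, cut at about 19% in these data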;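 note: 0% = median of test compound wells and 100% = no enzyme DMSO wells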
# PLCg1 inh – inhibitors of human phospholipase C gamma1 | P19174 | purified PLC-gamma1, fluorogenic substrate, fluorescence | inhibition, % at 12.2 µM | 0.84% of 370,000 active; in the data active = inhibition above about 9.5%
# hcDAF-12 act – activators of H. contortus DAF-12 nuclear receptor; HEK293 hcDAF-12 lit1-tk-luc reporter, luminescence; 0% DMSO, 100% Δ7-dafachronic acid; activation, % at 6.8 µM; 1.4% of 370,000 active;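 active = activation above the mean of all tested compounds plus 3 SD, cut at about 5.5% in these data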;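 note: 100% = response to 3 µM Δ7-dafachronic acid high control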
# DAX1 inh-1 – inhibitors of DAX1 repression of SF-1 activated StAR promoter; 1.1% of 370,000 active; inhibition, % at 6.8 µM; HEK293T StAR-luciferase reporter, SF-1/DAX-1 repression relief; AID 652010;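 active = inhibition above the mean over all tested compounds plus 3 SD, cut at about 3.6% in these data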;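 note: 0% = DAX-1 cells with DMSO and 100% = cells lacking DAX-1 with DMSO; higher inhibition means more luminescence from relief of DAX-1 repression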
# PLC-beta3 inh – inhibitors of human phospholipase C beta3; inhibition, % at 12.2 µM; AID 720704; Q01970; 0.18% of 370,000 active; Purified PLC-beta3, fluorogenic substrate, fluorescence; in the data active = inhibition above about 11%;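 note: 0% = median of compound wells on plate and 100% = full blocker control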
# Target sequence (Q01970 whole entry, looked up): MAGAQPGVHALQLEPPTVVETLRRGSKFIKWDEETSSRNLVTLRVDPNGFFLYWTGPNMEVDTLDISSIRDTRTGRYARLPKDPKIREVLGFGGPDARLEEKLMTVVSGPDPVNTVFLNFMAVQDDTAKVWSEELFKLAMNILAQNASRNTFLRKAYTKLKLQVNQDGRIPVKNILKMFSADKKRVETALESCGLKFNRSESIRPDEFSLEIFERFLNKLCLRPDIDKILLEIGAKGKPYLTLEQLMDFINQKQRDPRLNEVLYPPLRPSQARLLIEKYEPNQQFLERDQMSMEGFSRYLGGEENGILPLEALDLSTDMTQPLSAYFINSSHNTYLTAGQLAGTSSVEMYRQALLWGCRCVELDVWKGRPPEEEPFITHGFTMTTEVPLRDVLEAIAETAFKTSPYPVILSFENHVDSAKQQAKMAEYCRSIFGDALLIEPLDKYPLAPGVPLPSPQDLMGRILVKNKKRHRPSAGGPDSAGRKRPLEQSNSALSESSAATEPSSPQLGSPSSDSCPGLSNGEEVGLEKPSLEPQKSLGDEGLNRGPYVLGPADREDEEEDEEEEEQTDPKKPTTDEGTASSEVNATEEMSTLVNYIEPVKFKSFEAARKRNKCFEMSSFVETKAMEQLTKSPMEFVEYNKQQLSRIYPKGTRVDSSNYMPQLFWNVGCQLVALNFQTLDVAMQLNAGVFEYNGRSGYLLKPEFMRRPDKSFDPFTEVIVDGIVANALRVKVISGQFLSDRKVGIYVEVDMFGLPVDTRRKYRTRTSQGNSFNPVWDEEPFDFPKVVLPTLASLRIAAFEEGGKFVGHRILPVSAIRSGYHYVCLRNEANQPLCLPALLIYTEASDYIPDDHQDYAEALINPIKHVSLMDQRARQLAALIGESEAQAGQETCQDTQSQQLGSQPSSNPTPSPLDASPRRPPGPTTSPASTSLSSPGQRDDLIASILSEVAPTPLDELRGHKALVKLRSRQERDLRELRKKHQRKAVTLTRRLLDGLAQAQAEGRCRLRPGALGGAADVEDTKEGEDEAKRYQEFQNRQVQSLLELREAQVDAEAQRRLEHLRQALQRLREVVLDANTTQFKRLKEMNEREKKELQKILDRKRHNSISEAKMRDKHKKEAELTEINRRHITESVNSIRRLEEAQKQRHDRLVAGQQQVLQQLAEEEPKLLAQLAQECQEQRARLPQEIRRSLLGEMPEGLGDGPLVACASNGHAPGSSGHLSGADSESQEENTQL
# DAX1 inh-2 – inhibitors of human orphan nuclear receptor DAX1 (NR0B1); P51843; HEK293 Gal4-DAX1 luciferase reporter, luminescence; inhibition, % at 6.75 µM; 0.99% of 340,000 active; AID 504766;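 active = inhibition above the mean over all tested compounds plus 3 SD, cut at about 4.2% in these data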;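 note: 0% = DAX1-transfected cells with DMSO and 100% = empty-vector control cells with DMSO; inhibition shows as a rise in luminescence from relieved DAX1 repression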
# hgDAF-12 ag – agonists of H. glycines DAF-12 nuclear receptor; HEK293 GAL4-hgDAF12 UAS-luciferase reporter, agonist luminescence; normalized to butyrate control; activation, % at 6.8 µM; 1.8% of 370,000 active; AID 687014;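 active = activation above a cutoff set at the mean of all screened compounds plus 3 SD, cut at about 10% in these data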;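 note: 0% = DMSO wells and 100% = sodium butyrate wells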
# ssDAF12 agonist – S. stercoralis DAF-12 activation, primary screen | 1% of 370,000 active | activation, % at 6.8 µM | HEK293 ssDAF-12/GRIP1 lit1-tk-luc reporter, luminescence; % of 3 µM dafachronic acid response;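 active = activation above the mean over all tested compounds plus 3 SD, cut at about 0.9% in these data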;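 note: 0% = DMSO-only wells and 100% = 3 µM delta7-dafachronic acid wells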
# FXN GAA850 act – activators of GAA850 frataxin (FXN) promoter; 0.56% of 360,000 active; HEK293 lucGAA850 FXN promoter luciferase reporter, 24 h; percent of 10 µM SAHA response; activation, % at 6 µM;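 active = activation above the average of all compounds screened plus 3 SD, cutoff fixed separately per campaign, cut at about 7.5% in these data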;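 note: 0% = DMSO wells and 100% = 10 µM SAHA wells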
# ADAM17 inh – inhibitors of human ADAM17 | P78536 | recombinant ADAM17, EDANS/DABCYL FRET peptide cleavage | inhibition, % at 6.95 µM | 0.83% of 370,000 active | AID 720648;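 active = inhibition above the mean of compounds lying between control limits plus 3 SD, set per campaign, cut at about 8.5% in these data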;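 note: 0% = DMSO-only wells as the low control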
# ADAM10 inh – inhibits human ADAM10 | O14672 | recombinant ADAM10, EDANS/DABCYL FRET peptide cleavage, 3 h | inhibition, % at 7 µM | 0.62% of 370,000 active;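 active = inhibition above a per-campaign cutoff equal to the mean of compounds falling between control-based bounds plus 3 SD, cut at about 20% in these data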;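 note: 0% = DMSO wells while the 100% control is not disclosed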
# Active calls of the source: *; x = not tested or not shown.
SMILES,HGIII-sPLA2 inh,PLCg1 inh,hcDAF-12 act,DAX1 inh-1,PLC-beta3 inh,DAX1 inh-2,hgDAF-12 ag,ssDAF12 agonist,FXN GAA850 act,ADAM17 inh,ADAM10 inh
CCOc1ccccc1NC(=O)c1ccc2c(c1)C(=O)N(CC)C2=O,1,0,-0.1,0.4,-4,2.4,-2.5,-1.0,1.6,0,-8
CCc1sc(N(C(=O)Cc2ccccc2)c2ccc(F)cc2)nc1-c1ccccc1,2,-2,1.4,-0.1,-1,0.8,5.9,-0.7,4.2,0,5
CC(=O)c1sc(NC(=O)c2ccccc2F)nc1-c1ccccc1,-1,1,0.8,1.6,-9,1.8,9.8,-0.2,5.3,-5,1
CC(C)C[C@@H]1COc2cc(N3CCSCC3)ccc2S(=O)(=O)N1,14,-1,-1.1,2.3,-1,x,-0.2,-0.9,x,-2,-17
CC(Sc1nnc(C2CC2)n1-c1ccccc1)C(=O)N1CCCC1 (stereo not given),14,-2,-0.5,-0.1,-3,0.6,13*,-0.6,0.6,-3,-9
Cc1cc(NS(=O)(=O)c2ccc(NC(=S)NC(=O)c3ccccc3)cc2)no1,-3,3,-2.3,1.1,3,0.1,0.2,-1.0,2.0,1,-2
COc1ccc2[nH]c3c(c2c1)CCN1C(=O)C(CC(=O)NCc2ccc(OC)c(OC)c2)C[C@H](C(=O)N2CCCCC2)[C@@]31CCc1ccccc1 (stereo not given in full),7,4,-1.3,0.1,2,0.0,0.9,-0.9,-0.4,5,-14
COc1ccc(S(=O)(=O)n2cnc3cc(C)c(C)cc32)cc1C,-19,1,-0.5,-1.8,0,-2.6,-2.6,-1.2,-0.1,-1,-2
Cc1cc2oc(=O)cc(CN3CCCCC3C)c2c(C)c1Cl (stereo not given),3,-4,2.0,0.6,-8,2.6,1.6,-1.0,-0.5,-5,2
CC(=O)NC(Cc1ccccc1C)C(=O)NC1CCN(c2c3c(nc4ncnn24)CCC3)CC1 (stereo not given),-3,3,-0.4,0.0,-7,x,0.8,-0.2,x,-2,-2
CC(C)CC(=O)Nc1nc2c(c(=O)[nH]1)CCCC2,-5,5,-0.4,-0.4,1,1.1,2.6,-0.6,-0.3,0,-3
CCOc1ccc2nc(S(=O)(=O)NC(=O)C3(C)CCN3C(=O)c3c(C)noc3C)sc2c1 (stereo not given),6,-1,-0.6,0.5,3,x,3.2,-1.1,-0.8,-7,-7
COc1cc([N+](=O)[O-])cc(/C=N/NC(=O)Cn2nccc2C)c1O,4,2,-0.8,-0.6,-6,6.0*,-2.3,-1.1,1.1,0,4
Cc1c(NC(=O)CSc2nnc3c4ccccc4n(CCc4ccccc4)c3n2)c(=O)n(-c2ccccc2)n1C,13,8,-2.2,-0.7,6,-2.6,-4.2,-1.9,-8.6,7,9
C=CCOc1ccc(Cl)cc1CNC1CCCC1,-11,1,0.0,-0.2,3,1.4,-1.1,-1.4,-1.0,-1,-2
COC(=O)CSc1nc(SC)nc2c1sc1nc(-c3ccco3)c3c(c12)CC(C)(C)OC3,7,2,-0.1,0.1,-8,0.4,-1.9,-1.4,4.1,-4,-11
Cc1sc2ncnc(SCC(=O)NC3CCS(=O)(=O)C3)c2c1C (stereo not given),-6,-1,1.8,0.4,1,-1.6,-0.4,-1.0,-2.9,-2,-4
O=C(O)c1[nH]c2ccc(Cl)cc2c1CC(=O)N1CCN(C(=O)c2ccco2)CC1,-3,-1,-1.1,-0.1,-3,0.0,2.5,-0.8,-0.9,-1,-3
O=C(N/N=C/c1ccccn1)c1ccc(NC(=O)c2cccc([N+](=O)[O-])c2)cc1,2,3,-2.5,-1.4,3,x,2.2,-1.6,-2.3,3,7
CC1CCN(CCCNC(=O)C2CCC(=O)N2C2CCCC2)CC1 (stereo not given),1,5,-1.4,0.3,1,0.7,-1.1,-1.4,2.0,-2,-8
CCOC(=O)N1CCN(C(=O)C2CCN(S(=O)(=O)N(CC)CC)CC2)CC1,4,0,-1.4,1.0,1,0.0,-0.7,-1.0,-0.5,-2,0
COC(=O)CCC(=O)N1CCCC(N2CCN(c3ccc(OC)cc3)CC2)C1 (stereo not given),-4,-4,0.4,-0.1,4,1.2,0.7,-0.6,0.1,0,-2
CC(=O)N1CCN(C(=O)C2(NC(=O)Nc3ccc(C)cc3)CCCCC2)CC1,2,1,-1.0,0.5,-3,0.2,0.7,-1.0,0.2,0,5
Cc1cc(C(F)(F)F)n2ncc(-c3ccc(F)cc3)c2n1,-1,-2,2.0,-0.2,2,-0.8,2.1,-1.2,0.1,1,4
CCOC(=O)N1CCC(c2cc(=O)n3[nH]cc(C(=O)OC)c3n2)CC1,-5,0,1.8,-0.9,-1,0.9,-1.3,-0.9,0.9,-2,-12
COc1ccccc1S(=O)(=O)Cc1ccc(C(=O)NCc2ccc3c(c2)OCO3)o1,-2,1,-0.1,0.1,1,-0.6,-2.5,-1.1,0.8,-5,0
COC(=O)c1nnn(CC(=O)Nc2cccc(OC)c2)c1C(=O)OC,-4,-3,1.2,-0.1,-3,-0.7,-2.0,-0.8,1.2,-6,-33
COc1cc(C(=O)N2CC(=O)Nc3ccccc32)cc(OC)c1OC,0,0,-1.1,-0.1,2,2.1,3.6,-1.0,-5.5,-2,-7
CNC(=O)c1cc(C(=O)c2ccccc2Br)c[nH]1,4,-1,-1.5,0.1,-3,1.7,3.8,-1.1,1.7,-3,-1
COc1ccccc1C(=O)NNC1CC(=O)N(c2ccc3c(c2)OCCO3)C1=O (stereo not given),4,-3,0.3,-0.1,1,0.9,1.8,-1.5,-2.8,-1,-5
O=C(CSc1nnc(-c2ccc(O)cc2)o1)N1CCOCC1,5,-4,0.8,0.6,2,1.3,3.5,-0.7,2.6,-6,-6
CS(=O)(=O)c1ccc(C(=O)NNC(=O)c2cccs2)cc1,0,2,1.2,-0.6,1,2.1,8.1,-1.1,2.2,-2,-3
CC/C(=N\NS(C)(=O)=O)c1ccccc1,6,2,0.7,0.2,-1,x,-3.3,-1.4,x,-1,-9
COc1ccc(NC(=S)Nc2ccccc2)cn1,0,-3,-1.0,-0.4,-2,0.4,1.0,-0.5,1.9,-5,-8
CCc1cccc(NC(=O)C2CCCN(S(=O)(=O)c3cccs3)C2)c1 (stereo not given),-12,3,-3.5,-0.6,1,-2.4,1.4,-0.9,-1.8,1,7
c1ccc(Cc2nn3c(Cn4nnc5ccccc54)nnc3s2)cc1,-3,3,-0.9,1.3,1,0.9,0.8,-0.9,-2.1,6,3
COc1cc(CN2CCN(CCCc3ccccc3)C(CCO)C2)cc(OC)c1O (stereo not given),-9,1,-0.4,-0.2,-7,1.8,0.8,-0.9,0.4,-1,-1
O=C1NC(Cc2ccccc2)c2nc3ccccc3c(=O)n2-c2ncccc21 (stereo not given),-1,0,-1.8,0.2,1,2.5,3.8,-0.1,2.0,-4,-9
Cc1ccnc(N2CCC(C(=O)Nc3cccc(C(F)(F)F)c3)CC2)n1,-25,-4,-3.3,-1.5,-10,-2.9,-1.7,-1.6,0.1,-7,-8
O=C(OCC(=O)N1CCN(C(=O)c2ccco2)CC1)c1cc(-c2ccccc2)nc2ccccc12,-13,-14,-2.7,-0.9,-23,-1.7,-1.8,-1.8,-5.8,-43,-121
COC(=O)N1C[C@H](Oc2ncccn2)[C@H]2C[C@@H]1c1ccccc1O2,9,8,-0.8,0.0,7,x,1.4,-0.7,x,4,-4
COc1cccc(Cn2cccc(NC(=O)NCc3ccccc3)c2=O)c1,5,-2,-1.5,-0.3,-11,0.0,-4.5,-0.3,0.8,-7,-37
CCn1ncc(S(=O)(=O)Nc2cc(Cl)ccc2C)c1C,-4,0,5.2,-0.1,-2,0.5,-1.0,-1.4,2.2,0,-2
Cc1cnc(C(=O)OCC(=O)Nc2ccc(OCc3ccccc3)cc2)cn1,10,5,3.9,3.5,-7,0.7,3.5,-0.3,0.6,-2,-18
Cc1cc(NC(=O)c2ccc(NS(=O)(=O)c3ccccc3F)cc2)no1,1,0,0.5,1.3,-3,x,-0.6,-1.4,x,1,-11
Cc1nn(C)c(C)c1S(=O)(=O)N(CC(=O)NC1CCCCCC1)c1ccc(C(C)C)cc1,1,0,1.6,-0.4,2,0.9,0.8,-1.3,1.8,-7,-9
O=C(C1=C(O)C(=O)N(c2nccs2)C1c1ccccc1)c1cc2ccccc2o1 (stereo not given),-32,-37,4.0,0.6,-62,2.7,9.3,0.1,1.6,-2,-8
O=C(NCc1ccccn1)c1cccc(S(=O)(=O)N2CCc3ccccc32)c1,-2,0,0.2,0.2,1,-3.0,-0.5,-1.2,0.7,-4,-7
Cc1nc(NS(=O)(=O)c2ccccc2)sc1NC(=O)OC(C)C,1,1,0.3,1.4,-1,0.7,0.6,-0.4,-0.6,3,4
COc1ccc2c(c1)CCC1=C2NC(=S)NC1c1ccc(N(C)C)cc1 (stereo not given),8,-21,-0.5,-0.5,-45,0.4,1.0,-1.3,2.1,-5,-7
CCc1nnc(NC(=O)CCN2C(=O)/C(=C/c3cc(OC)c(OC)c(OC)c3)SC2=S)s1,2,3,0.0,-0.1,-4,-0.8,-0.6,-1.0,-0.7,1,5
CCN1CCN(C(=O)C2CCN(S(=O)(=O)c3cc(Cl)ccc3Cl)CC2)CC1,2,2,-0.5,0.3,-2,-1.2,-0.5,-0.9,0.2,2,1
COC(C)(C)[C@@H](O)COc1c2ccoc2cc2oc(=O)ccc12,3,-35,-0.3,-0.4,-62,0.8,-0.4,-1.6,2.1,-3,-9
Cc1ccc(NC(=O)c2cc(S(=O)(=O)NCCC3=CCCCC3)ccc2F)cc1,-38,8,-4.2,-2.5,1,-3.6,-4.8,-2.3,-3.1,14*,23*
COc1ccc([C@@]23Oc4cc(OC)cc(OC)c4[C@]2(O)[C@H](O)[C@H](C(=O)N(C)C)[C@H]3c2ccccc2)cc1,-13,8,-4.6,-7.0,10,-6.3,-13,-2.4,-14,4,9
O=C(c1ccccc1)c1cnc2ccc(Cl)cc2c1N1CCOCC1,-1,0,0.1,0.2,1,-2.2,2.0,-1.0,0.5,-2,-10
Cc1ccc(C(=O)Nc2ccccc2)cc1S(=O)(=O)Nc1ccc(Cl)cn1,-18,-10,-0.8,0.8,-7,0.7,0.3,-1.2,2.0,-3,-11
Cc1ccc(NC(=O)c2ccc([N+](=O)[O-])cc2)cc1S(=O)(=O)N(C)C,-7,2,1.1,0.3,-1,-0.4,0.7,-1.7,4.9,2,3
COc1ccc(CC(N)c2csc(NC(=O)NCc3ccccc3)n2)cc1 (stereo not given),2,0,-0.9,-0.4,5,x,-0.4,-1.4,-0.1,-2,-6

# Laid out differently: results already given.
structure | HGIII-sPLA2 inh | PLCg1 inh | hcDAF-12 act | DAX1 inh-1 | PLC-beta3 inh | DAX1 inh-2 | hgDAF-12 ag | ssDAF12 agonist | FXN GAA850 act | ADAM17 inh | ADAM10 inh
Cc1nc(NS(=O)(=O)c2ccccc2)sc1NC(=O)OC(C)C | 1 | 1 | 0.3 | 1.4 | -1 | 0.7 | 0.6 | -0.4 | -0.6 | 3 | 4
COc1ccc2c(c1)CCC1=C2NC(=S)NC1c1ccc(N(C)C)cc1 (stereo not given) | 8 | -21 | -0.5 | -0.5 | -45 | 0.4 | 1.0 | -1.3 | 2.1 | -5 | -7
